Assay outcomes deposited in PubChem BioAssay by National Center for Advancing Translational Sciences (NCATS).
ERG Ets-DNA blk = inhibitors of human ERG Ets domain-DNA interaction; P11308; AID 624246; fluorescence polarization, His-ERG Ets domain / labelled DNA; Potency, µM (highest dose often 76.9 µM), inactives show at the highest dose FP activity, negative = inhibition, actives largely listed as inhibitors; hit rate 0.028% among 370,000; active means well fitted inhibition curve with a large enough effect in the polarisation, with a control signal flat; inconclusive means small, poorly fitted or top-dose-only effect, or effect the other way, or a change in a side signal; inactive means no such curve, though single readings can be large or run the other way; the % refers to the polarisation;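 further: polarization taken with two DNA probes labelled with fluorescein and Texas red; potency means the concentration at half of the fitted maximal effect; % of control where 0% means no effect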
Target sequence (P11308 whole entry, looked up, the tested form may be a part): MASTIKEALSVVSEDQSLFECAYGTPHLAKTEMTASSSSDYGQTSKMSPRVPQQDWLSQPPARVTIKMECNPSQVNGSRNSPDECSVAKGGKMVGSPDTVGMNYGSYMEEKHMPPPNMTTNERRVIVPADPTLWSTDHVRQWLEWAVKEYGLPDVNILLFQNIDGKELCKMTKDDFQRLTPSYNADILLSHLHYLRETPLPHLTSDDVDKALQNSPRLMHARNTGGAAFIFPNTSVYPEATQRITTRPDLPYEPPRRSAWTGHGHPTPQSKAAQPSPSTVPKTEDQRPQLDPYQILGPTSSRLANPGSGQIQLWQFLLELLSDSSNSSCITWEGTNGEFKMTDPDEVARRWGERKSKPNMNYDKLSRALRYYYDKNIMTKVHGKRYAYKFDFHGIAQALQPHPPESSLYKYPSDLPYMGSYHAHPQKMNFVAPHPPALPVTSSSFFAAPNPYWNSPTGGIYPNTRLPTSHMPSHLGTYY
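His-tagged ERG Ets domain (1 uM in the protein solution; 300mM KCl, 50mM Tris-HCl, 1mM EDTA, 1mM DTT, pH 7.5) received compound, then a probe mix of 5 nM fluorescein-DNA and 100nM Texas-615-DNA. Fluorescence polarization was read for both dyes.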
POLB inh = inhibitors of human DNA polymerase beta | P06746 | Pol beta primer extension/strand displacement, fluorescence kinetic | Potency, µM (highest dose often 114 µM), for the others: at the top dose activity change, negative = inhibition, usual class: inhibitors | hit rate 1.3% among 340,000; further: potency means the concentration at half of the fitted maximal effect; on the % scale 0 is the no-effect control and ±100 the full control effect
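Homogeneous kinetic assay of primer extension and strand displacement by 10 nM Pol beta, preincubated 15 min at room temperature with compound before 50 nM substrate (final) was added. Read at 0 and 10 min; four-parameter Hill fit.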
BLM inh = inhibitors of human Bloom syndrome helicase BLM; recombinant BLM DNA unwinding, fluorescence dequenching; Potency, µM (top dose mostly 56.1 µM), for inactives: at the highest dose activity change, negative = inhibition, actives largely listed as inhibitors; hit rate 0.2% among 350,000; AID 2528;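 further: potency means the concentration at half of the fitted maximal effect; plate controls were vehicle for no effect and no enzyme for full effect; nearly all actives have a fitted effect of over 35% in size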
POLK inh = inhibitors of human DNA polymerase kappa; Q9UBT6; purified Pol kappa, fluorescent DNA synthesis assay, 10 min; Potency, µM (titrated, usually from 107 µM), without a hit: top-dose activity, negative = inhibition, most hits filed as inhibitors; hit rate 0.53% among 400,000; further: potency means the concentration at half of the fitted maximal effect; on the % scale 0 is the no-effect control and ±100 the full control effect
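Fluorescent qHTS in 1536-well format: enzyme (10 nM) and compound sat 15 min at room temperature before 50 nM substrate (final) was added. Signal taken at 0 and 10 min; no-enzyme buffer wells were negative controls.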
Apoferritin bind = candidate novel general anesthetic via apoferritin binding | hit rate 0.074% among 350,000 | Potency, µM (top dose mostly 77.5 µM), without a hit: at the top dose activity change, negative = displacement, hits mostly inhibitors | apoferritin/1-aminoanthracene competitive binding, fluorescence | P02791; further: potency means the concentration at half of the fitted maximal effect; on the % scale 0 is the no-effect control and ±100 the full control effect; nearly all actives have a fitted effect of over 20% in size
Target sequence (P02791 2-175 limits assumed): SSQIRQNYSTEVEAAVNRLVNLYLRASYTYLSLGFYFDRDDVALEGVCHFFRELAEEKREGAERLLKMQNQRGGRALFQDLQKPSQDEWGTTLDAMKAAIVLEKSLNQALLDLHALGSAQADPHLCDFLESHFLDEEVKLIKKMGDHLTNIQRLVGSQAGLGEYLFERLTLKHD
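Concentration-response curves derived by four-parameter Hill fitting of normalized fluorescence, where compounds displaced 1-AMA from 10 uM horse apoferritin following a brief 10 min room-temperature incubation; propofol titration acted as positive control.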
POLI inh = blocks human DNA polymerase iota activity. AID 588590. Potency, µM (titrated, usually from 115 µM), without a hit: at the highest dose activity, negative = inhibition, usual class: inhibitors. hit rate 1% among 390,000. Q9UNA4. Pol iota fluorescent replication assay, 10 min; further: potency means the concentration at half of the fitted maximal effect
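Fluorescent replication assay read twice, at 0 min and 10 min after adding 50 nM (final) substrate. Enzyme (10 nM) and compounds were first incubated 15 min at room temperature; enzyme-free buffer wells were negative controls.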
APE1 inh = APE1 (human) endonuclease inhibition | hit rate 0.35% among 350,000 | Potency, µM (highest dose often 65.8 µM), inactives show top-dose activity change, negative = inhibition, usual class: inhibitors | P27695 | recombinant APE1, TAMRA/BHQ-2 abasic DNA cleavage fluorescence;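 further: potency means the concentration at half of the fitted maximal effect; plate controls were vehicle for no effect and reference inhibitor for full effect; nearly all actives have a fitted effect of over 55% in size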
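Readout is kinetic fluorescence (ex 525, em 598 nm) from cleavage of 50 nM TAMRA/BHQ-2 THF abasic duplex by 0.75 nM APE1, compound added 15 min beforehand at RT.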
TRHR ag = activates the human TRH receptor | P34981 | TRHR cells, calcium flux fluo-8, FDSS agonist mode | activation, % at 2 µM | hit rate 0.18% among 360,000; in the data active means activation above about 30%; further: 0% is about no effect
Target sequence (P34981 whole entry, looked up): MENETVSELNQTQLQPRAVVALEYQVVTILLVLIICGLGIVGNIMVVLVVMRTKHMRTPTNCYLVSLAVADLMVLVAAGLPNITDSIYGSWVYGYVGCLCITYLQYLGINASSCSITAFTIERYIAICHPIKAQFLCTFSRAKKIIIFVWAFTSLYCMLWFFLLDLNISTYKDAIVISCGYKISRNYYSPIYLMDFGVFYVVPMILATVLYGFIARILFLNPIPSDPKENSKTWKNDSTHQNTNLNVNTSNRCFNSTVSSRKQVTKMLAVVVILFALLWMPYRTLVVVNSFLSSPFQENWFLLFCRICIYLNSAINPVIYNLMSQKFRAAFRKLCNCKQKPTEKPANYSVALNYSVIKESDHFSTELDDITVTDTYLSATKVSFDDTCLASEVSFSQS
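TRHR-expressing cells loaded with fluo-8 calcium dye; 23 nL library compound pin-transferred, kinetic FDSS fluorescence (Ex 480/Em 530) recorded about 180 s for agonist-induced calcium release, before a 10 nM TRH EC20 addition for potentiator mode.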
12-LOX inh = blocks human arachidonate 12S-lipoxygenase. hit rate 1.1% among 580,000. Potency, µM (titrated, usually from 108 µM), without a hit: at the top dose activity change, negative = inhibition, actives largely listed as inhibitors. purified 12hLO, xylenol orange hydroperoxide absorbance. P18054. AID 1671190; further: potency means the concentration at half of the fitted maximal effect; on the % scale 0 is the no-effect control and ±100 the full control effect
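Hydroperoxide product was detected by ferrous iron/xylenol orange as the 573 to 405 nm absorbance ratio. Arachidonic acid at 40 uM (final) was turned over for 30 min at room temperature by 150 nM human 12hLO, pH 7.0 Hepes buffer, after 15 min compound preincubation.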
Starred values were filed as active, the others as inactive; u = inconclusive; x = not tested or not shown; & = joins results of further samples; [ ] = another dose, or the depositor's remark. Unless noted, the call rests on the fitted dose curve; in most records, active means well fitted curve in the direction sought with a large enough effect; inconclusive means small, poorly fitted or top-dose-only effect, or another doubt; inactive means no such curve, though single readings can be large; an effect the other way counts as inactive or inconclusive. These rows are one share of the data (hit frequency here may not be typical).

| SMILES | POLI inh | BLM inh | POLK inh | APE1 inh | TRHR ag | 12-LOX inh | Apoferritin bind | ERG Ets-DNA blk | POLB inh |
| --- | --- | --- | --- | --- | --- | --- | --- | --- | --- |
| CN(C(=O)c1cccc(S(=O)(=O)N2CCCC2)c1)C1CCCCC1 | 10% | x | 14% | 41%[activator] | -1.4 | 8% | x | -7% | x |
| Cc1nc(C)c(-c2csc(Nc3ccc(O)cc3C)n2)s1 | -13% | -2% | 1% | 13% | -1.3 | u | -6% | 0% | 6% |
| O=C(NNc1ccccc1Br)C(=O)n1ccc2ccccc21 | 4% | -1% | -2% | 1% | 0.1 | u | -7% | 3% | 11% |
| Cc1ccn2c(-c3csc(NCc4ccccc4)n3)c(C)nc2c1 | -1% | -6% | -19% | -2% | -0.2 | 11µM* | -18% | 5% | -15% |
| O=C(NCC(c1ccco1)N1CCN(c2ccccc2)CC1)C(=O)NC1CCCCC1 (stereo not drawn) | 22% | x | -3% | 18% | -0.3 | 17% | x | 2% | x |
| COc1ccc(C(=O)COC(=O)/C=C/c2ccccc2)c(OC)c1 | 35µM* | x | 45µM* | -13% | 0.3 | u | x | 18% | x |
| O=C(NC1CCCCC1)C1CC(O)CN1C(=O)OCc1ccccc1 (stereo not drawn) | 20% | -2% | -10% | 0% | -0.2 | 0% | -1% | -3% | 1% |
| O=C(NC(c1ccccc1)c1ccccc1)C1CCCN(S(=O)(=O)c2cnc[nH]2)C1 (stereo not drawn) | 37%[activator] | -3% | 14% | -4% | 0.3 | 28% | 5% | 9% | 33% |
| CCOC(=O)c1cn(CC#N)c2cc(F)c(F)cc2c1=O | 73%[activator] | 0% | 5% | u | 0.5 | 2% | -2% | -8% | 73% |
| CCN(CC)CC(O)Cn1c(C)c(-c2ccccc2)c2cc([N+](=O)[O-])ccc21 (stereo not drawn) | -5% | -1% | 5% | 9% | 3.9 | 0% | -21% | 12% | -25% |
| Cc1ccc2cc(C)c3nnc(SCc4ccc(C(=O)O)cc4)n3c2c1C | 18% | -2% | -20% | 10% | 2.5 | -9% | -6% | 0% | 1% |
| Cc1nc(CN2CCN(C(=O)c3ccc(C(C)(C)C)cc3)CC2)cs1 | -7% | 2% | -7% | -5% | -1.4 | -24% | -5% | 13% | 3% |
| Cc1nc2nc[nH]n2c(=O)c1NC(=O)CC12CC3CC(CC(C3)C1)C2 | 3%&2% | 1%&-2% | -14%&-4% | -5%&2% | 0.0&0.2 | -11% | u | 0% | 1%&24% |
| Cc1ccc(S(=O)(=O)Nc2cc(-c3ccc(Cl)cc3)nn2C)cc1 | -26% | 0% | 9% | 3% | -1.2 | -4% | -2% | 2% | 20% |
| CC1CN(c2cc(=O)n(-c3ccccc3)c(=O)[nH]2)CC(C)O1 (stereo not drawn) | 19% | 0% | 2% | -15% | -0.1 | 24% | -3% | 1% | 8% |
| COc1ccc(S(=O)(=O)n2nc(C)c(S(=O)(=O)N3CCOCC3)c2C)cc1 | 35%[activator] | 0% | 5% | 5% | 0.2 | u | -2% | -4% | 10% |
| CC[C@H](C)[C@@H](C(=O)NCCCCCCCCCCC(=O)N1CCN(C(=O)OC(C)(C)C)CC1)n1cc(CCCCCNC(=O)OC(C)(C)C)nn1 | 19% | x | -1% | 28% | 1.3 | -22% | x | -3% | x |
| Cc1nc2nc3c(c(=O)n2[nH]1)CCC3 | 5% | -2% | -14% | -1% | -0.1 | u | -2% | -5% | -7% |
| CN(C)c1cc[n+](Cc2ccccc2)cc1 | -2% | 0% | -4% | 0% | 0.1 | 0% | -3% | 2% | 2% |
| Cc1ccc(Nc2nnc(-c3ccccc3N)o2)cc1C | 45%[activator] | 3% | -7% | -2% | -1.5 | 1% | 59%[activator] | -1% | -1% |
| CC(C)/C=C1\CCc2c([nH]c3ccccc23)C1=O | -26% | -8% | -8% | -6% | -1.3 | -8% | -17% | -2% | 14% |
| Cc1cc(C)c(S(=O)(=O)N2CC=C(c3ccccc3)CC2)c(C)c1 | 12% | x | -7% | -14% | 0.6 | u | x | 12% | x |
| COc1ccccc1NC(=S)NC(=O)/C=C/c1ccco1 | u | -19% | u | u | 0.1 | 40µM* | -1% | 9% | 45µM* |
| COc1ccc(C2C(C(=O)Nc3ccccc3)=C(C)N=C3SCC(=O)N32)cc1 (stereo not drawn) | -9% | 0% | 7% | 5% | 0.4 | 1% | -15% | 15% | -26% |
| O=C1[C@H]2[C@@H](c3ccc(F)cc3)N3C(=O)N(c4cccc(F)c4)C(=O)[C@@]3(Cc3ccccc3)[C@H]2C(=O)N1C1CCCCC1 | u | x | 3% | 26% | 0.8 | 0% | x | u | x |
| COCCCNc1nc(CC(C)C)nc2c1nnn2Cc1ccccc1 | -4% | -5% | -14% | 10% | -0.5 | 5% | -10% | 5% | -12% |
| COc1ccccc1CCNS(=O)(=O)c1cn(C)nc1C | 10% | -2% | 2% | 8% | 0.8 | 0% | -4% | -4% | 28% |
| CCOC(=O)C1=C(C)Nc2nc(SC)nn2C1c1ccc(C(=O)OC)cc1 (stereo not drawn) | -7% | -1% | 5% | -4% | 0.1 | x | -5% | 0% | 31%[activator] |
| CC(=O)c1ccc(NC(=O)C(C)N(C)CC(=O)Nc2cccc(F)c2)cc1 (stereo not drawn) | 168%[activator] | -6% | -1% | -7% | 0.6 | 15% | -5% | -4% | 2% |
| CCCOC(=O)c1ccc(NC(=O)C2C3C=CC(O3)C2C(=O)O)cc1 (stereo not drawn) | 7% | 2% | -7% | -9% | 0.0 | u | -20% | 1% | 2% |
| CCn1c(SCC#N)nc2cc(S(=O)(=O)N3CCOCC3)ccc21 | -17% | -7% | -7% | -11% | 0.5 | 438%[activator] | -8% | 7% | -23% |
| O=C(O)C(c1ccccc1)C(O)C1CC=CCC1 (stereo not drawn) | 57%[activator] | x | -22% | x | x | u | x | -8% | x |
| Cc1ccc(N(Cc2cc3cc(C)ccc3[nH]c2=O)C(=O)c2cccs2)cc1 | 37%[activator] | 1% | -3% | 1% | -0.6 | -3% | -17% | 2% | 3% |
| Cc1cc(NC(=O)c2c(Cl)cnn2C)no1 | 14% | -2% | -4% | -2% | 0.3 | 50%[activator] | -3% | -5% | 12% |
| O=C(O)c1ccc(N/N=C/c2ccc(C(F)(F)F)cc2)cc1 | 48%[activator] | -3% | -4% | -5% | -0.5 | u | u | -8% | -22% |
| CC1CN(c2cc(=O)n(Cc3ccc(F)cc3)c(=O)[nH]2)CC(C)O1 (stereo not drawn) | 27% | 1% | -10% | 12% | 0.8 | -3%[57.4 µM] | -12% | 4% | 40% |
| CC(=O)c1ccc(NC(=O)CCn2cccn2)cc1 | 18% | 0% | 7% | x | 0.5 | 5% | -6% | -3% | 20% |
| CCC(=O)NC(=S)Nc1ccc(OC)cc1OC | -11% | -1% | 1% | 0% | 0.1 | -5% | -12% | 3% | 46% |
| O=C(CSC1=NS(=O)(=O)c2cc(Cl)ccc2N1)c1ccc(Cl)cc1 | 30% | x | -5% | -4% | -0.2 | -25% | x | 1% | x |
| COc1ccc(-c2ccc3oc(-c4ccsc4)c(-c4ccc(OC)cc4)c3c2)cc1 | -3% | x | -13% | x | x | -6% | x | -5% | x |
| CC(C)(C)N1C(=O)[C@H]2[C@@H](c3ccc(Br)cc3)N3C(=O)N(c4cccc(Br)c4)C(=O)[C@@]3(Cc3ccccc3)[C@H]2C1=O | 15% | -8% | -3% | 22% | 3.7 | x | -15% | -5% | 37% |
| S=C(NCC1CCCO1)N1CCN(c2nc(-c3ccccc3)cs2)CC1 (stereo not drawn) | 4% | -9% | -20% | 7% | -0.7 | 1% | 1% | -3% | 2% |
| Cc1ccc(Oc2cc(NC(=O)CCCn3nc(C)c([N+](=O)[O-])c3C)cc([N+](=O)[O-])c2)cc1 | 34%[activator] | -13% | -4% | 1% | 1.3 | -8% | -10% | -4% | -19% |
| CCn1cc(C(=O)NC2CCCCC2)c(=O)c2ccc(C)nc21 | -4% | -1% | 9% | 13% | 0.1 | 0%[57.4 µM] | -9% | 2% | u |
| C=CCNC(=S)NNC(=O)C(CCCC)CC(O)COCC(C)C (stereo not drawn) | 65%[activator] | -2% | -8% | -6% | -0.8 | 466%[activator] | 5% | 11% | 3% |
| Cc1cccc(C(=O)Nc2ccc(C(=O)N/N=C/c3cccnc3)cc2)c1 | 37%[activator] | -3% | -8% | 45%[activator] | 0.5 | -22% | -8% | -5% | 18% |
| O=[N+]([O-])c1ccc(Cl)cc1Sc1cccc2cccnc12 | 9% | 0% | -5% | 1% | 0.2 | 486%[activator] | 5% | -8% | -7% |

5 compounds out of the list, arranged by length of the SMILES, lowest first.
| SMILES | POLI inh | BLM inh | POLK inh | APE1 inh | TRHR ag | 12-LOX inh | Apoferritin bind | ERG Ets-DNA blk | POLB inh |
| --- | --- | --- | --- | --- | --- | --- | --- | --- | --- |
| CN(C)c1cc[n+](Cc2ccccc2)cc1 | -2% | 0% | -4% | 0% | 0.1 | 0% | -3% | 2% | 2% |
| S=C(NCC1CCCO1)N1CCN(c2nc(-c3ccccc3)cs2)CC1 (stereo not drawn) | 4% | -9% | -20% | 7% | -0.7 | 1% | 1% | -3% | 2% |
| Cc1nc(CN2CCN(C(=O)c3ccc(C(C)(C)C)cc3)CC2)cs1 | -7% | 2% | -7% | -5% | -1.4 | -24% | -5% | 13% | 3% |
| Cc1cccc(C(=O)Nc2ccc(C(=O)N/N=C/c3cccnc3)cc2)c1 | 37%[activator] | -3% | -8% | 45%[activator] | 0.5 | -22% | -8% | -5% | 18% |
| CC1CN(c2cc(=O)n(Cc3ccc(F)cc3)c(=O)[nH]2)CC(C)O1 (stereo not drawn) | 27% | 1% | -10% | 12% | 0.8 | -3%[57.4 µM] | -12% | 4% | 40% |
